# Source: PubChem
# Diaphorase act: counter-screen for diaphorase-based assays: diaphorase activators and chemical reducers; Diaphorase/resazurin coupled assay, resorufin fluorescence, 16 min; active compounds read high; 1 = vehicle wells, 0 = NADH-free wells; activation factor at 20 µM; hit rate 0.005% among 190,000;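 active = diaphorase activity raised at least twofold by the compound at 20 µM; inactive = activation factor below 2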
#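 System – purified diaphorase enzyme from Clostridium kluyveri · Input – enzyme 0.07 U/mL final · Also added – final NADH 0.114 mM, resazurin 0.1 mM · Measured by – fluorescence of resorufin, 544 nm excitation, 590 nm emission · Timing – 16 min enzyme reaction, ambient temperature · Measure – resorufin increase flagging diaphorase activators or reducers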
# APP transl inh: APP translation inhibition | SH-SY5Y APP 5'UTR-luciferase reporter, luminescence | inhibition, % at 2 µM | hit rate 0.82% among 190,000;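 active = inhibition above a set limit, derived from the sample mean plus 3 SD, cut at about 45% in these data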; also: values of inactives mirror those of a sister screen read the other way
# APP 5'UTR act: APP 5'UTR luciferase reporter activation; AID 1276; activation, % at 2 µM; SH-SY5Y APP 5'UTR luciferase reporter, luminescence; zero percent = DMSO vehicle wells; hit rate 1% among 190,000;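 active = activation above a set limit, based on mean plus 3 SD of controls, cut at about 140% in these data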; also: values of inactives mirror those of a sister screen read the other way
# FLuc inhib CS: inhibits firefly luciferase, flagging false hits in luciferase inhibition screens | P08659 | ATPLite firefly luciferase biochemical luminescence, 10 min | inhibition, % at 10 µM | hit rate 1.5% among 200,000 | AID 1006;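 active = inhibition above about 50% when tested at 10 µM, limit read from the data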
# G6PDH counter: counter-screen for G6PDH assay hits: L. mesenteroides G6PDH inhibition | hit rate 0.12% among 200,000 | Purified L. mesenteroides G6PDH, diaphorase/resazurin coupled fluorescence, 45 min | inhibition, % at 5 µM; in the data active = inhibition above about 50%
# FLuc stim CS: firefly luciferase counter-screen for stimulation assays; P08659; ATPlite luciferase biochemical, luminescence, 10 min; 0 = ATP-free wells, 1 = DMSO control; activation factor at 10 µM; 200,000 tested, under 10 active;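 active = luciferase activation factor, scaled between plate controls, of at least 2 with compound at 10 µM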
#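 test system = cell-free luciferase reagent | medium = PBS as buffer for the ATP substrate | dosing = test compounds dosed from 2 mM stocks in 100% DMSO | incubation = 10 min at ambient temperature | detection = luminescence measurement of luciferase light output | benchmarks = low control with PBS replacing ATP, high control enzyme plus ATP without compound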
# STAT1 act: STAT1 signaling activation. NIH 3T3 STAT1-luciferase reporter, IFN-gamma, luminescence; 100% = IFN-gamma alone, no compound. activation (% of control), % at 5.5 µM. hit rate 2.6% among 200,000;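 active = activation above the screen-wide mean activation plus 3 SD, cut at about 130% in these data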;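 also: raw ratio to IFN-gamma control signal so 100% means no change and 0% no light; values of inactives mirror those of a sister screen read the other way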
# NF-kB expr up: NF-kB expression increase, human neuronal cells; AID 1239; fold change at 12.5 µM; hit rate 1.6% among 190,000; NF-kB reporter expression; active compounds read high; in the data active = fold change above about 3.3
# TLR4-MyD88 BLA: inhibitors of human TLR4-MyD88 binding; hit rate 0.18% among 200,000; HeLa CL3-4 TLR4/MyD88 BLA complementation, FRET ratio; inhibition, % at 8.4 µM; in the data active = inhibition above about 25%;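 also: 0% = vehicle and 100% = reference inhibitor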
# Target sequence (O00206 whole entry, looked up): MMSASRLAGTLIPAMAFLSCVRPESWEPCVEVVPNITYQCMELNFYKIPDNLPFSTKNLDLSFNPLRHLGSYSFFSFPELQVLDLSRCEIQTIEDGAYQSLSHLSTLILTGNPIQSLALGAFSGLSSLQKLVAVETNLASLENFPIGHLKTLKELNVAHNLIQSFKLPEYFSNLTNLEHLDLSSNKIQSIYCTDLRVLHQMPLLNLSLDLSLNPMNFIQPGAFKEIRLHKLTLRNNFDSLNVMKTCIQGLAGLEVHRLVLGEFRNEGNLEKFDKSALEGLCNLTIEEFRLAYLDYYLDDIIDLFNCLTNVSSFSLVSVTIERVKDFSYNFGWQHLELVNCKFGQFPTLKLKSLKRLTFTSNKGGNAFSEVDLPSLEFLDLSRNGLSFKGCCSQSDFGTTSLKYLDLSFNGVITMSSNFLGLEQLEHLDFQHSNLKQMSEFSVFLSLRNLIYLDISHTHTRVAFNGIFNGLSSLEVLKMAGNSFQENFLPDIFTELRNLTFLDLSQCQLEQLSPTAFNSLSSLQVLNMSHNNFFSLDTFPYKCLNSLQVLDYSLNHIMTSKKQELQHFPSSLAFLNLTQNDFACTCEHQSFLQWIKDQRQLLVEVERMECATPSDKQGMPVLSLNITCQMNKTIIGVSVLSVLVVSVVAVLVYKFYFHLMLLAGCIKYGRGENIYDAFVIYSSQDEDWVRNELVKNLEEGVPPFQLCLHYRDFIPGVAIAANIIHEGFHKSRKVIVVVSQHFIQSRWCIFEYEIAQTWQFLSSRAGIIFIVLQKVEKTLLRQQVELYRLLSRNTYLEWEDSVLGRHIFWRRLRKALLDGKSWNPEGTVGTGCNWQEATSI
# Target sequence (Q99836 whole entry, looked up): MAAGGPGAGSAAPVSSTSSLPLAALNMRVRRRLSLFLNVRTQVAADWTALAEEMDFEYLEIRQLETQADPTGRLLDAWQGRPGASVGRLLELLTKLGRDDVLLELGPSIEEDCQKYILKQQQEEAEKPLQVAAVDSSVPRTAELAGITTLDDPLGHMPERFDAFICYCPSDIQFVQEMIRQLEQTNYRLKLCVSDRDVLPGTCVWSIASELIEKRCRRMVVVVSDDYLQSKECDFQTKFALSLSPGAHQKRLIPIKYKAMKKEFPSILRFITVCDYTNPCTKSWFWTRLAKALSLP
# Diaphorase inh: inhibits diaphorase or chemically oxidizes, flagging diaphorase assay artifacts; diaphorase resazurin-to-resorufin fluorescence, NADH, 16 min; bacterial (C. kluyveri) enzyme, not human; inhibition, % at 20 µM; hit rate 0.69% among 190,000; AID 1217;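 active = primary screen inhibition at 20 µM above a set limit, cut at about 50% in these data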;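 also: plate controls were DMSO with full reaction for no effect and wells lacking NADH for full effect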
#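 Assay system: diaphorase enzyme from Clostridium kluyveri; Input: enzyme working solution with 0.14 U/mL diaphorase; Timing: 16 min at room temperature; Technique: resorufin fluorescence, excitation 544 nm, emission 590 nm; Benchmarks: positive control minus NADH, DMSO neutral control.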
# An asterisk follows results filed as active; / = no result given; & = joins results of further samples.
SMILES,Diaphorase act,APP transl inh,APP 5'UTR act,FLuc inhib CS,G6PDH counter,FLuc stim CS,STAT1 act,NF-kB expr up,TLR4-MyD88 BLA,Diaphorase inh
CCOC1(OCC)N=C(N)C2(C#N)C(c3cccc(C)c3)C12C#N (centres undefined),0.8,12.4,-12.4,-8.7,3.6,1.1,101.4,1.05,-3.1,17.7
Cc1ccccc1-c1nc(CS(=O)(=O)CC(=O)NCc2ccc3c(c2)OCO3)c(C)o1,0.6,-6.1,6.1,-4.5,-45.5,1,99.2,0.9,-7.5,35.4
O=C1/C(=C/c2ccco2)Oc2c1ccc(O)c2CN1CCCCC1,0.5,0.8,-0.8,-5.6,9.2,1.1,98.3,1.16,7.2,47.4
Cc1cccc(NCC(=O)NNC(=S)Nc2ccccc2)c1,1.2,-15.7,15.7,-6.2,20.8,1.1,97.8,1.17,-1.5,-15.1
COc1cc([C@@H]2[C@H]3CNCC=C3C(C#N)=C(N)C2(C#N)C#N)ccc1OC(C)C,0.8,-6.4,6.4,-5.4,10.6,1.1,93.8,0.68,-17.9,23.2
O=C(Nc1c(F)cccc1F)c1ccc(-n2cncn2)nc1,0.9,-10.6,10.6,-4.1,6.6,1,98.5,1.19,-2.9,9.2
CC1(C)CC2CC(C)(CN2C(=O)Cc2ccccc2)C1 (centres undefined),1,-0.2,0.2,-3.8,-0.6,1,97.6,1.01,5.4,0.3
O=c1nc(N2CCOCC2)ccn1-c1nc(-c2ccccc2)oc1-c1ccccc1,0.8,17.5,-17.5,0.3,0.2,1,93.5,0.62,-3.7,15.2
Cc1c(/C=C/C(=O)c2ccccc2)cnn1C,1.1,-81.4,81.4,42.0,4.6,0.6,106.9,2.57,10.1,-10.3
CCOC(=O)CCc1c(C)n(CC)c2ncnn2c1=O,0.8,6.7,-6.7,-8.4,18.4,1.1,108.1,1.1,8.1,21.3
CCc1n[nH]c(=S)n1/N=C/c1c(C)nn(-c2ccccc2)c1Cl,0.9,7.1,-7.1,-5.8,-5.8,1.1,105.9,1.31,-4.3,7.2
CC(C)CNC(C(=O)Nc1ccc([N+](=O)[O-])cc1Br)c1ccccc1 (centres undefined),0.8,6.6,-6.6,4.7,6.0,1,94.0,1.24,-21.8,16.5
Cc1cc(=O)[nH]c(N/N=C/c2c(C)nn(-c3ccccc3)c2C)n1,1,2.5,-2.5,-4.4,-1.1,1,99.7,0.86,4.6,-0.1
CCC(=O)N=c1sc2cc(F)cc(F)c2n1C,/,-1.9,1.9,/,/,/,104.8,/,13.2,/
Cc1ccc(Sc2c(C)[nH]n(C(C)(C)C)c2=O)cc1,0.9,13.3,-13.3,-5.6,10.8,1.1,105.5,0.88,-5.0,14.8
CC(C)CCNC(=O)CN(CCN1CCOCC1)C(=O)Cn1nnc(-c2ccc(F)cc2)n1,0.9,-13.7,13.7,-9.8,6.8,1.1,97.0,0.99,-16.0,14.4
c1ccc(N2N=C(c3cccs3)CC2c2ccco2)cc1 (centres undefined),0.8,-3.0,3.0,-4.7,1.5,1,97.1,1.07,-11.6,17.6
CC1=C(C(=O)OCc2ccccc2)C(c2ccc([N+](=O)[O-])cc2)NC(=O)N1CCCCCC(=O)O (centres undefined),1,0.3,-0.3,-6.0,7.4,1.1,99.4,1.46,-12.1,4.8
COc1ccccc1CNN,0.8,-19.0,19.0,-5.4,2.2,1.1,96.8,1.01,-8.1,16.6
Cc1ccc(-n2c(SCC(=O)Nc3ccc(N4CCOCC4)cc3)nc3ccccc3c2=O)cc1,1,-0.3,0.3,-1.8,-23.8,1,89.4,0.88,-3.0,4.7

# Some entries already given, limited to STAT1 act:
molecule	STAT1 act
Cc1cc(=O)[nH]c(N/N=C/c2c(C)nn(-c3ccccc3)c2C)n1	99.7
CCC(=O)N=c1sc2cc(F)cc(F)c2n1C	104.8
Cc1ccc(Sc2c(C)[nH]n(C(C)(C)C)c2=O)cc1	105.5
CC(C)CCNC(=O)CN(CCN1CCOCC1)C(=O)Cn1nnc(-c2ccc(F)cc2)n1	97.0

# More compounds:
SMILES,Diaphorase act,APP transl inh,APP 5'UTR act,FLuc inhib CS,G6PDH counter,FLuc stim CS,STAT1 act,NF-kB expr up,TLR4-MyD88 BLA,Diaphorase inh
Cc1cccc(C)c1NC(=O)CSc1nnc(Cn2nnc(-c3ccccc3)n2)n1-c1ccccc1,0.9,1.0,-1.0,-3.2,3.3,1,94.5,0.73,4.3,10.4
Cc1ccc2[nH]c(=O)c(C(c3nnnn3CC3CCCO3)N3CCc4ccccc4C3)cc2c1 (centres undefined),0.4,-4.3,4.3,-5.0,11.3,1.1,82.8,1.33,3.9,62.8*
O=C(CSc1nc2ccccc2nc1SCC(=O)N1CCOCC1)N1CCOCC1,0.9,8.4,-8.4,-0.4,-29.2,1,96.0,0.92,5.7,7.5
Cc1nc2cc(NC(=O)NC3CC3)ccc2n1C,0.9,-2.2,2.2,13.0,17.7,0.9,104.8,1.33,-9.2,12.4
O=[N+]([O-])c1ccccc1S(=O)(=O)NCCC1=CCCCC1,0.9,-1.5,1.5,-3.5,-2.7,1,97.3,0.93,0.7,9.8
COc1ccc(NC(=O)CN2CCC(NC(=O)C3CCCCC3)CC2)c([N+](=O)[O-])c1,/,-15.9,15.9,-1.0,15.0,1,100.0,1.18,-6.5,/
CN(C)CCN(C(=O)c1cccc(Cl)c1)c1nc2c(Cl)cccc2s1,0.6,0.8,-0.8,-3.2,-21.6,1,98.3,1.35,9.6,36.4
CC(C)=NOCc1ccc(-c2cn([C@@H]3COC[C@H]3O)nn2)cc1,0.9,8.2,-8.2,-4.4,5.5,1,100.8,1.08,2.5,7.4
O=C(NCC(=O)N1CCCC1C(=O)O)OC1CCCCC1 (centres undefined),0.8,5.0,-5.0,-2.0,30.5,1,105.3,1.05,4.2,17.1
O=C1c2ccccc2C(=O)N1CCc1nc2ccccc2c(=O)n1Cc1ccco1,1,-7.5,7.5,-6.0,11.7,1.1,105.1,0.71,-0.4,4.4
O=C(O)c1ccc(COc2ccccc2C=C2C(=O)c3ccccc3C2=O)cc1,0.9,2.0,-2.0,-5.3,-15.2,1.1,108.5,1.08,6.4,11.4
CC(C)CC(=O)OC1C(N2CCOCC2)c2c(ccc(/C=C/C(=O)N3CCOCC3)c2O)OC1(C)C (centres undefined),0.9,-5.0,5.0,-7.2,7.7,1.1,102.3,0.41,-2.0,12.1
O=C(NNC(=O)c1ccc([N+](=O)[O-])cc1)c1ccncc1,0.9,-0.5,0.5,-3.8,-10.2,1,98.8,1.22,-2.1,11.2
O=[N+]([O-])c1ccc(O)c(N=Cc2sc3ccccc3c2O)c1,0.9,-6.5,6.5,10.7,-8.2,0.9,96.3,0.92,-2.1,9.1
CCOc1ccccc1CNC(=O)c1c([N+](=O)[O-])c(C)nn1C,0.9,9.8,-9.8,-4.8,-2.7,1,94.1,0.98,9.3,11.0
O=C(CCCN1C(=O)CSc2ncccc21)N1CCN(c2cccc(C(F)(F)F)c2)CC1,0.9,9.9,-9.9,-4.2,-11.1,1,99.4,0.51,-0.1,14.9
O=C1CC(N2CCN(C3CC(=O)N(CCc4ccccc4)C3=O)CC2)C(=O)N1CCc1ccccc1 (centres undefined),0.8,-5.2,5.2,-2.0,1.8,1,97.0,1.24,-3.2,20.4
CSc1ccccc1-c1nnc(-c2ccc(Cl)cc2)o1,1,-24.0,24.0,53.8*,-31.1,0.5,121.8,2.6,5.7,2.4
CC(=O)CC1(OC(C)=O)C(=O)N(C)c2ccccc21 (centres undefined),0.9,2.5,-2.5,-7.3,6.8,1.1,87.3,1.74,12.6,12.7
CCS(=O)(=O)c1ccc2oc(SCC(=O)Nc3ccc(OC)cc3OC)nc2c1,0.8,5.3,-5.3,-0.4,3.5,1,104.8,0.85,0.6,22.2

# Some of these compounds in order of their number in Diaphorase inh, smallest number first:
molecule	Diaphorase inh
O=[N+]([O-])c1ccccc1S(=O)(=O)NCCC1=CCCCC1	9.8
Cc1nc2cc(NC(=O)NC3CC3)ccc2n1C	12.4
Cc1ccc2[nH]c(=O)c(C(c3nnnn3CC3CCCO3)N3CCc4ccccc4C3)cc2c1 (centres undefined)	62.8*

# (further entries)
SMILES,Diaphorase act,APP transl inh,APP 5'UTR act,FLuc inhib CS,G6PDH counter,FLuc stim CS,STAT1 act,NF-kB expr up,TLR4-MyD88 BLA,Diaphorase inh
CC1(C)Cc2c(c(-c3ccco3)nc3sc4c(NCCO)ncnc4c23)CO1,0.7,-1.7,1.7,-7.0,2.9,1.1,104.6,0.9,-6.5,28.3
CCOC(=O)N1CCN(c2cc(NCCC(=O)O)c3c4c(onc24)-c2ccccc2C3=O)CC1,0.4,-6.7,6.7,16.6,-6.5,0.8,103.9,0.59,-3.9,56.7*
CC(C)(C)C1CCc2onc(C(=O)N3CCOCC3)c2C1 (centres undefined),1.1,-9.9,9.9,-1.4,5.9,1,109.4,1.11,-11.7,-7.0
O=c1ncn(-c2ccccc2C(F)(F)F)c2ncccc12,1,-8.5,8.5,-6.7,-9.1,1.1,114.0,1.17,-9.6,2.0
O=C(N/N=C/c1coc2ccccc2c1=O)c1ccccc1Br,0.9,0.1,-0.1,-8.7,-2.0,1.1,94.5,0.96,9.7,6.9
COC(=O)CSc1nc(NCC(C)C)nc(N2CCOCC2)n1,1,8.9,-8.9,-8.4,7.3,1.1,94.9,2.08,8.0,-0.9
Fc1ccc(SCCc2ccncc2)cc1,0.9&1,-9.1&14.1,9.1&-14.1,-4.9&-9.0,-1.0&-2.4,1&1.1,105.3&100.0,1.05&1.09,8.6&-6.4,5.5&3.1
Cc1ccccc1Cn1nc(C)c(NC(=O)/C=C/c2cnn(C)c2)c1C,1,-23.6,23.6,-7.2,0.0,1.1,101.3,1.36,-4.9,4.6
Cc1cc(N2CCOCC2)nc2ccccc12,0.9,-1.5,1.5,-2.1,2.5,1,111.9,1.1,8.5,13.1
CCC1(C)C2(C#N)C(N)=NC(OC)(OC)C12C#N (centres undefined),1,-19.3,19.3,-4.6,-0.7,1,98.2,0.95,2.3,3.6
COc1cccc(N2CCN(C(=O)c3cccn4c(=O)c5c(C)c(C)sc5nc34)CC2)c1,0.8,9.3,-9.2,-7.2,-4.4,1.1,108.6,0.99,16.3,18.6
O=C(c1cccc(S(=O)(=O)N2CCc3ccccc3C2)c1)N1CCN(c2ccc(O)cc2)CC1,0.8,22.3,-22.3,-0.2,-8.3,1,88.0,1.15,-15.2,19.7
O=C(c1ccccc1)N(CCO)Cc1cc2cc3c(cc2[nH]c1=O)OCCO3,0.9,9.1,-9.1,-6.4,6.1,1.1,107.0,0.92,3.9,6.4
CCOC(=O)C1=C(CN2c3ccccc3CC2C)NC(=O)NC1c1ccccc1 (centres undefined),0.8,9.4,-9.4,-4.4,1.2,1,98.2,1.89,-6.3,18.5
O=C(COc1ccc(S(=O)(=O)N2CCCC2)cc1)NCCC1=CCCCC1,0.9,-13.0,/,-5.7,-5.7,1.1,104.1,1.33,12.8,10.2
